IDH1 R132H inh: inhibitors of IDH1 R132H reductase, primary screen, biochemical, plate reader, single point; inhibition, % at 10 µM; Isocitrate dehydrogenase [NADP] cytoplasmic (Homo sapiens), O75874; diaphorase/resazurin fluorescence, 60 min; 70,000 compounds, 0.18% hits; in the data active = inhibition above about 34%;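 note: 0% = DMSO and 100% = no enzyme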
Target sequence (O75874 whole entry R132H): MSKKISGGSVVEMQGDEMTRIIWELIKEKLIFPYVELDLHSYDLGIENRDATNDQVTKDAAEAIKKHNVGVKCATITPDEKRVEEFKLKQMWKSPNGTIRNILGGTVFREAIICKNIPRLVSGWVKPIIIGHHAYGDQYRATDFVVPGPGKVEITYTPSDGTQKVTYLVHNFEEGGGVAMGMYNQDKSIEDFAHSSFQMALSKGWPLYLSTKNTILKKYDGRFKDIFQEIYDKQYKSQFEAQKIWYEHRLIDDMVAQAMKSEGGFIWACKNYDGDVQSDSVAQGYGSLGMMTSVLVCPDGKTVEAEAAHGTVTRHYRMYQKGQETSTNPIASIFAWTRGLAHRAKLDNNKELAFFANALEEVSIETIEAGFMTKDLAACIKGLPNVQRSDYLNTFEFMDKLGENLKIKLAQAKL
PRC2 inh: EZH2/PRC2 methyltransferase inhibitors, primary screen, biochemical, DELFIA time-resolved fluorescence, single point; PRC2 H3K27 methylation, DELFIA TRF, 1 h; inhibition, % at 12.5 µM; 57,000 compounds, 0.35% hits; AID 651548, 2012;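 active = mean inhibition of replicates at least 50% and every single replicate also reaching 50%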;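 note: dimethyl H3K27 on biotinylated H3 21-44 peptide detected by antibody; plate controls were median neutral control wells for no effect and median positive control wells for full effect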
* marks the source's active call; other numbers are inactive results; . = not tested or not shown. This is a subset (hit frequency here may not be typical).

SMILES | IDH1 R132H inh | PRC2 inh
CN1CCc2cc3c(cc2C2OC(O)c4c(ccc5c4OCO5)C21)OCO3 (stereo not given) | 0.0 | 6
O=C(C[C@@H]1CC[C@H](NC(=O)Cc2ccccn2)[C@@H](CO)O1)NCCCN1CCOCC1 | 0.0 | 7
Cc1ccc(S(=O)(=O)N(C)C[C@H]2Oc3ccc(NS(=O)(=O)c4ccc(F)cc4)cc3CC(=O)N([C@@H](C)CO)C[C@@H]2C)cc1 | -1.2 | .
COCC(=O)Nc1ccc2c(c1)[C@H]1C[C@H](CC(=O)NCc3ccccc3F)O[C@@H](CO)[C@H]1O2 | -0.7 | 4
C[C@@H]1CN([C@@H](C)CO)C(=O)Cc2cc(NC(=O)CCCCCC(=O)Nc3ccccc3N)ccc2O[C@H]1CN(C)C | 0.4 | .
C[C@@H]1CCCCO[C@H](CN(C)C(=O)CCC(F)(F)F)[C@@H](C)CN([C@@H](C)CO)C(=O)c2cc(NC(=O)CCCCCC(=O)Nc3ccccc3N)ccc2O1 | 0.9 | .
Cc1noc(C)c1S(=O)(=O)N(C)C[C@@H]1OCc2ccccc2-c2ccccc2C(=O)N([C@H](C)CO)C[C@H]1C | . | 8
CCC(=O)N(C)C[C@@H]1Oc2cc(-c3ccc(OC)cc3)ccc2S(=O)(=O)N([C@@H](C)CO)C[C@H]1C | 1.2 | 1
Cc1ccc(S(=O)(=O)N(C)C[C@@H]2Oc3ccc(NC(=O)C4CC4)cc3CC(=O)N([C@H](C)CO)C[C@@H]2C)cc1 | -6.0 | -3
C[C@H]1CN([C@@H](C)CO)S(=O)(=O)c2ccc(C3=CCCCC3)cc2O[C@H]1CN(C)S(=O)(=O)c1ccc(F)cc1 | . | 5
COc1ccc(NC(=O)N[C@@H]2CC[C@H](CCn3cc(-c4ccccc4)nn3)O[C@@H]2CO)cc1 | 0.1 | -3
C[C@H](CO)N1C[C@H](C)[C@H](CN(C)CC2CCCCC2)Oc2ccc(NC(=O)C3CCCCC3)cc2C1=O | 0.2 | .
C[C@@H]1CN([C@H](C)CO)C(=O)c2cc(NC(=O)Cc3ccccc3)ccc2O[C@@H]1CN(C)Cc1ccc(C(F)(F)F)cc1 | -0.7 | -3
COc1ccccc1-c1cnc2c(c1)C(=O)N([C@@H](C)CO)C[C@@H](C)[C@@H](CN(C)Cc1cncnc1)O2 | -0.1 | .
COc1cccc(S(=O)(=O)N[C@@H]2CC[C@H](CCn3cc(-c4ccccn4)nn3)O[C@H]2CO)c1 | -0.7 | -8
C[C@H]1CN([C@@H](C)CO)S(=O)(=O)c2ccc(Br)cc2O[C@H]1CN(C)CC1CCOCC1 | 0.0 | .
COc1ccc(S(=O)(=O)N(C)C[C@@H]2Oc3ccc(NC(=O)Cc4cn(C)c5ccccc45)cc3C(=O)N([C@@H](C)CO)C[C@H]2C)cc1 | -19 | .
COc1cc(OC)cc(C(=O)NCc2nc(-c3ccccc3)no2)c1 | -0.7 | 4
C[C@@H]1CN([C@H](C)CO)C(=O)c2cc(NS(=O)(=O)c3cccs3)ccc2O[C@H]1CN(C)C | 2.7 | 15
CC(C)NC(=O)Nc1ccc2c(c1)C(=O)N([C@@H](C)CO)C[C@H](C)[C@H](CN(C)Cc1ccc(-c3ccccc3)cc1)O2 | -0.1 | -3
C[C@H]1CN([C@@H](C)CO)C(=O)c2cc(NS(=O)(=O)c3ccc(F)cc3)ccc2O[C@H]1CN(C)Cc1ccc2c(c1)OCO2 | 6.8 | -3
CCCn1c(=O)c2[nH]c(-c3ccccc3)nc2n(CCC)c1=O | -0.5 | -4
COc1cc(/C=N/NC(=O)c2ccc(C(=O)NO)cc2)c(Br)cc1O | . | 1
COc1ccc(S(=O)(=O)N(C)C[C@H]2Oc3c(NS(=O)(=O)c4ccc(Cl)cc4)cccc3C(=O)N([C@H](C)CO)C[C@H]2C)cc1 | 0.8 | .
C[C@@H]1CN([C@@H](C)CO)C(=O)c2cc(NC(=O)c3ccncc3)ccc2O[C@@H](C)CCCCO[C@H]1CN(C)C(=O)Cc1ccccc1 | 1.4 | .
Additional compounds:
SMILES | IDH1 R132H inh | PRC2 inh
COc1ccccc1-c1ccc2c(c1)O[C@H](CN(C)Cc1ccc3c(c1)OCO3)[C@H](C)CN([C@@H](C)CO)S2(=O)=O | 12 | 17
COc1ccc(-c2ccc3c(c2)O[C@@H](CN(C)C(=O)Nc2ccccc2F)[C@@H](C)CN([C@@H](C)CO)S3(=O)=O)cc1 | -1.0 | -2
OCCCn1c(-c2ccccc2)cn2c3ccccc3nc12 | -0.4 | 13
CC(=O)N(C)C[C@@H]1OCc2ccccc2-c2ccccc2C(=O)N([C@H](C)CO)C[C@@H]1C | -0.4 | 6
COC(=O)c1ccc(Cl)c(NC(=O)COc2ccc(OC)cc2)c1 | -0.2 | -3
O=C(C[C@@H]1C=C[C@@H](NC(=O)C2CCOCC2)[C@@H](CO)O1)Nc1ccc(-c2ccccc2)cc1 | -0.4 | -6
COc1ccc(CCNS(=O)(=O)c2cc(C)ccc2OC)cc1 | 0.0 | -1
C[C@@H]1CN([C@@H](C)CO)C(=O)c2cc(-c3ccncc3)cnc2O[C@@H]1CN(C)S(=O)(=O)c1ccccc1 | 9.3 | -16
NS(=O)(=O)c1ccc(CNC(=O)c2cc(-c3ccccn3)nc3ccc(Br)cc23)cc1 | 0.0 | -4
Cc1ccc(S(=O)(=O)Nc2cccc3c2O[C@@H](CN(C)S(C)(=O)=O)[C@@H](C)CN([C@@H](C)CO)C3=O)cc1 | -5.0 | .
C[C@@H]1CN([C@H](C)CO)C(=O)c2cccc(NS(C)(=O)=O)c2O[C@@H]1CN(C)S(=O)(=O)c1ccc(Cl)cc1 | -0.7 | .
O=C(O)C[C@@H]1C[C@H]2c3cc(NS(=O)(=O)c4ccccc4)ccc3O[C@H]2[C@H](CO)O1 | -1.7 | -14
CCC(=O)N(C)C[C@@H]1Oc2cc(-c3cccc(OC)c3)ccc2S(=O)(=O)N([C@H](C)CO)C[C@@H]1C | 0.2 | .
C[C@H]1CN([C@@H](C)CO)C(=O)c2cccc(NC(=O)c3nc4ccccc4s3)c2O[C@@H]1CN(C)Cc1ccc(Cl)c(Cl)c1 | 0.4 | .
C[C@H]1CCCCO[C@H](CN(C)C(=O)Nc2ccc3c(c2)OCO3)[C@@H](C)CN([C@@H](C)CO)C(=O)c2cc(NS(=O)(=O)c3ccc(F)cc3)ccc2O1 | -3.7 | .
C[C@@H]1CN([C@@H](C)CO)C(=O)c2cc(-c3ccc(C#N)cc3)cnc2O[C@H]1CN(C)CC1CCCC1 | 2.7 | .
CCCN(C)C[C@@H]1OCCCC[C@H](C)Oc2ccc(NS(=O)(=O)c3ccc(C)cc3)cc2C(=O)N([C@H](C)CO)C[C@@H]1C | -2.1 | -55
CCCC#Cc1ccc2c(c1)O[C@H](CN(C)S(C)(=O)=O)[C@@H](C)CN([C@H](C)CO)S2(=O)=O | -1.1 | -12
COc1cccc(-c2cnc3c(c2)C(=O)N([C@H](C)CO)C[C@@H](C)[C@H](CN(C)C(=O)CC2CC2)O3)c1 | -0.6 | -45
COc1ccc(S(=O)(=O)Nc2cccc3c2O[C@H](CN(C)S(=O)(=O)c2ccc(F)cc2)[C@H](C)CN([C@H](C)CO)C3=O)cc1 | -4.6 | .
Cn1cnc(S(=O)(=O)N[C@@H]2C=C[C@H](CC(=O)Nc3ccccc3)O[C@@H]2CO)c1 | 0.1 | 13
O=C(Nc1cc(Cl)cc(Cl)c1)N[C@@H]1CC[C@H](CCNS(=O)(=O)c2cccc(F)c2)O[C@@H]1CO | -0.4 | 7
C[C@H](NC(=O)C[C@@H]1C=C[C@@H](NC(=O)Cc2ccccn2)[C@H](CO)O1)c1ccccc1 | 0.2 | 12
C[C@H]1CN([C@@H](C)CO)C(=O)c2ccccc2-c2ccccc2CO[C@H]1CN(C)C(=O)Cc1ccccc1 | . | 11
Cc1noc(C)c1NC(=O)N(C)C[C@H]1Oc2ccc(NC(=O)NC(C)C)cc2CC(=O)N([C@H](C)CO)C[C@H]1C | 0.3 | .

6 records picked at random from those above:
SMILES | IDH1 R132H inh | PRC2 inh
COC(=O)c1ccc(Cl)c(NC(=O)COc2ccc(OC)cc2)c1 | -0.2 | -3
COc1ccccc1-c1ccc2c(c1)O[C@H](CN(C)Cc1ccc3c(c1)OCO3)[C@H](C)CN([C@@H](C)CO)S2(=O)=O | 12 | 17
C[C@H]1CN([C@@H](C)CO)C(=O)c2ccccc2-c2ccccc2CO[C@H]1CN(C)C(=O)Cc1ccccc1 | . | 11
C[C@@H]1CN([C@@H](C)CO)C(=O)c2cc(-c3ccncc3)cnc2O[C@@H]1CN(C)S(=O)(=O)c1ccccc1 | 9.3 | -16
Cc1ccc(S(=O)(=O)Nc2cccc3c2O[C@@H](CN(C)S(C)(=O)=O)[C@@H](C)CN([C@@H](C)CO)C3=O)cc1 | -5.0 | .
O=C(C[C@@H]1C=C[C@@H](NC(=O)C2CCOCC2)[C@@H](CO)O1)Nc1ccc(-c2ccccc2)cc1 | -0.4 | -6

Next section
SMILES | IDH1 R132H inh | PRC2 inh
CC(C)NC(=O)N(C)C[C@@H]1OCCCC[C@H](C)Oc2ccc(NS(C)(=O)=O)cc2C(=O)N([C@@H](C)CO)C[C@H]1C | 2.7 | .
O=C(C[C@@H]1C=C[C@@H](NC(=O)Cc2ccccn2)[C@H](CO)O1)NCCc1ccncc1 | 0.4 | 5
C[C@@H]1CN([C@@H](C)CO)S(=O)(=O)c2ccc(C#Cc3ccncc3)cc2O[C@@H]1CN(C)C | 1.7 | -1
CCCn1c2ccccc2c2nnc(SCC(=O)Nc3cccc4ccccc34)nc21 | 0.1 | -4
C[C@H](CO)N1C[C@H](C)[C@H](CN(C)C(=O)C2CCC2)Oc2cc(-c3ccc(F)cc3)ccc2S1(=O)=O | . | 12
COc1cccc(S(=O)(=O)N(C)C[C@@H]2OCc3ccccc3-c3c(n(C)c4ccccc34)C(=O)N([C@@H](C)CO)C[C@H]2C)c1 | . | -17
C[C@H]1CN([C@@H](C)CO)C(=O)c2cccc(NC(=O)CCCCCC(=O)Nc3ccccc3N)c2O[C@H]1CN(C)CC1CC1 | 0.1 | 6
CC(C)NC(=O)N(C)C[C@H]1OCCCC[C@@H](C)Oc2ccc(N(C)C)cc2C(=O)N([C@@H](C)CO)C[C@H]1C | -2.0 | -12
CO[C@@H]1CN(C)C(=O)c2cc(NC(=O)C3CCOCC3)ccc2OC[C@H](C)N(CC2CC2)C[C@@H]1C | 0.2 | 11
c1ccc2c(c1)[nH]c1nc(SCCN3CCCCC3)nnc12 | 2.4 | .
COc1ccccc1NC(=O)CN(c1ccc(Br)c(C)c1)S(C)(=O)=O | 0.0 | -10
COc1ccc(CN2C[C@H](C)[C@H](OC)CN(C)C(=O)c3cc(NC(=O)C4CC4)ccc3OC[C@@H]2C)cc1 | 0.3 | 1
C=CCSC1=N[C@@]2(COCc3ccc(OC)cc3)Oc3ccccc3[C@H]([C@H]2CO[Si](C)(C)C(C)(C)C)N1C(=O)c1ccccc1 | . | 5
Cc1nc(Oc2ccc(Cl)cc2)c(C(=O)O)c(C)c1Cl | 0.3 | -5
CS(=O)(=O)Nc1ccc2c(c1)[C@H]1C[C@@H](CC(=O)NCc3ccccc3F)O[C@H](CO)[C@H]1O2 | -0.8 | 3
CCC(=O)N1C[C@@H](C)[C@@H](OC)CN(C)C(=O)c2cc(NC(=O)c3ccc(F)cc3)ccc2OC[C@@H]1C | -0.3 | -1
C[C@H]1CN([C@@H](C)CO)C(=O)c2cccc(NS(=O)(=O)c3ccccc3)c2O[C@H]1CN(C)CC1CCCCC1 | -1.4 | 1
C[C@H](CO)N1C[C@H](C)[C@H](CN(C)S(C)(=O)=O)Oc2cc(C#CC3CC3)ccc2S1(=O)=O | 5.0 | 3
O=C(NCC[C@@H]1CC[C@@H](NC(=O)C2CCCCC2)[C@H](CO)O1)c1ccc(F)cc1 | 0.4 | 6
CC(C)NC(=O)N(C)C[C@H]1Oc2cc(-c3cccnc3)ccc2S(=O)(=O)N([C@@H](C)CO)C[C@H]1C | -3.2 | 10
COc1ccc(NC(=O)N(C)C[C@H]2OCCCC[C@H](C)Oc3ccc(N(C)C)cc3C(=O)N([C@H](C)CO)C[C@H]2C)cc1 | . | 0
COc1cc(/C=N/NC(=O)CCCCCCC(=O)Nc2ccccc2O)c([N+](=O)[O-])cc1OC | . | -10
O=C(C[C@H]1CC[C@@H](NC(=O)c2ccc(F)cc2)[C@H](CO)O1)NCCc1ccccc1 | 0.0 | -4
CO[C@@H](C(=O)N(C)C[C@H]1OCc2ccccc2-c2c(n(C)c3ccccc23)C(=O)N([C@H](C)CO)C[C@H]1C)c1ccccc1 | -0.2 | 1
CC(C)NC(=O)Nc1ccc2c(c1)C(=O)N([C@H](C)CO)C[C@@H](C)[C@@H](CN(C)C(=O)C1CCCCC1)OCCCC[C@@H](C)O2 | 2.6 | -6
Cc1noc(C)c1S(=O)(=O)Nc1ccc2c(c1)C(=O)N([C@@H](C)CO)C[C@H](C)[C@@H](CN(C)S(=O)(=O)c1c(C)noc1C)OCCCC[C@H](C)O2 | -0.4 | .
C[C@@H]1CN([C@H](C)CO)C(=O)c2cc(NC(=O)CCC(F)(F)F)ccc2O[C@@H]1CN(C)Cc1ccc(Oc2ccccc2)cc1 | -6.2 | .

At a glance, two of the compounds above:
SMILES | IDH1 R132H inh | PRC2 inh
CC(C)NC(=O)N(C)C[C@@H]1OCCCC[C@H](C)Oc2ccc(NS(C)(=O)=O)cc2C(=O)N([C@@H](C)CO)C[C@H]1C | 2.7 | .
O=C(C[C@@H]1C=C[C@@H](NC(=O)Cc2ccccn2)[C@H](CO)O1)NCCc1ccncc1 | 0.4 | 5

From PubChem BioAssay
